# MITF act = activators of MITF-driven TRPM1 promoter reporter, primary screen, cell-based, SK-MEL-5, luciferase, single point; 0.75% of 300,000 active; SK-MEL-5 TRPM1-promoter luciferase, 24 h; % of positive control, neutral wells = 0; AID 588334, 2011; activation, % at 12.5 µM;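 active = mean activation of at least 80% with every replicate also reaching 80%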;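 note: 0% = neutral control wells and 100% = parthenolide positive control wells; values of inactives mirror those of a sister screen read the other way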
# dFosB activator = activators of delta FosB homodimer, primary screen, biochemical, fluorescence polarization, TAMRA-CDK5 oligo, single point. Protein FosB (Mus musculus), P13346. purified delta FosB; percent of positive-control signal above neutral wells. activation, % at 25 µM. 0.99% of 340,000 active;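 active = mean activation above about 17%, with every replicate also reaching it, limit read from the data, passing the limit was not always enough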;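 note: fluorescence polarization rise as delta FosB binds a TAMRA Cdk5 AP-1 oligo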
# Target sequence (P13346 whole entry, looked up): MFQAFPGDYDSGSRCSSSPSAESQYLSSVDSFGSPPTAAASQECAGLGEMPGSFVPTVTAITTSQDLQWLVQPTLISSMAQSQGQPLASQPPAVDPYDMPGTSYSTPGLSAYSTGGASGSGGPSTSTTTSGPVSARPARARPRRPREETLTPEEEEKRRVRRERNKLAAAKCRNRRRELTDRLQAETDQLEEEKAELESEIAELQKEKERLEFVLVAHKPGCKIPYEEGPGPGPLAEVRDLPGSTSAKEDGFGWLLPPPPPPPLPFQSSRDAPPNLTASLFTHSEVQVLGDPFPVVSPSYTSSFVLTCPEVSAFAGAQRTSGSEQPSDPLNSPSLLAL
# SR-BI HDL uptake = inhibitors of SR-BI mediated HDL lipid uptake, primary screen, ldlA[mSR-BI] cells, fluorescence, single point. 0.96% of 320,000 active. inhibition, % at 12.5 µM. ldlA[mSR-BI] CHO cells, DiI-HDL uptake fluorescence, 3 h. AID 488896, 2010. Scavenger receptor class B member 1 (Mus musculus), Q61009;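 active = mean replicate inhibition of at least 70% and a set share of replicates each scoring 70 or more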;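 note: 0% = median of neutral control wells and 100% = median of positive control wells; values of inactives mirror those of a sister screen read the other way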
# NSD2 inh = NSD2 histone methyltransferase inhibitors, primary screen, biochemical, AlphaScreen, single concentration, set 2; Histone-lysine N-methyltransferase NSD2 (Homo sapiens), O96028; NSD2 peptide methylation, 120 min; inhibition, % at 12.5 µM; 0.54% of 310,000 active; in the data active = inhibition above about 50%
# SR-BI uptake up = activators of SR-BI mediated DiI-HDL uptake, primary screen, ldlA[mSR-BI] CHO cells, DiI fluorescence; 3 h; 100 = double the neutral-control signal; activation, % at 12.5 µM; 0.096% of 320,000 active; AID 504775, 2011;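 active = mean replicate activation of at least 60% and every replicate at or above 60%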;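 note: 0% = median plate neutral-control signal and 100% = twice that signal; values of inactives mirror those of a sister screen read the other way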
#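 Material: SR-BI-overexpressing, LDLR-lacking CHO cells; schedule: compound exposure 3 h, 37 °C; reagent: DiI-labelled HDL at 10 µg/mL final; technique: bottom-read fluorescence, 550/595 nm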
# Mot1-301 SUMO = yeast Mot1-301 growth rescue at high temperature, primary screen, SUMOylation pathway inhibitor project, S. cerevisiae, ATP luminescence, 38.5C; growth rescue, % at 18.8 µM; S. cerevisiae Mot1-301 growth rescue; percent above DMSO median, 100 means doubled; 1% of 320,000 active;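 active = every valid replicate shows activation above 250% relative to neutral control wells; inactive = the rest, any valid replicate at or below 250%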;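 note: OY570 slx delta 5 strain wells were the positive control but not used for scaling; some compounds called inactive have numbers as strong as hits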
# PKA-R2B act = activators of PKA-R2B holoenzyme, primary screen, biochemical, fluorescence polarization, Cy5-IP20, human. activation, % at 11.4 µM. PKA-R2B holoenzyme dissociation; R2B truncated from residue 108, S112A mutant; 0% DMSO only, 100% 113 µM cGMP. 0.079% of 340,000 active;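 active = activation above a cutoff set at the mean over all compounds plus 3 SD, cut at about 18% in these data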;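 note: higher means more holoenzyme dissociation and a rise in polarization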
# Arr AP2 block = inhibitors of beta-arrestin/AP2 binding, primary screen, biochemical, GPCR trafficking, flow cytometry; AID 504490, 2011; inhibition, % at 10 µM; 0.31% of 340,000 active; FITC-arrestin peptide / GST-AP2 beads; AP2 beta2 appendage carries R879A mutation;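 active = inhibition above a set limit, near 3 SD of compounds lacking own fluorescence, cut at about 54% in these data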;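 note: plate controls were DMSO wells for no effect and 5 µM unlabelled arrestin peptide for full effect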
#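 System: GST-AP2 R879A glutathione beads. Medium: PBS with 0.05% Tween 20 and 0.1% BSA. Also added: FITC-arrestin peptide, 50 nM. Incubation: 12 min plus 1 h, RT. Measured by: high-throughput flow cytometry of beads, ex 488, em 535 nm. Evaluation: percent drop in bead-associated FITC signal.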
# CDK5 p35 inh = inhibitors of human CDK5/p35 kinase, primary screen, biochemical, single concentration | Cyclin-dependent kinase 5 (Homo sapiens) + Cyclin-dependent kinase 5 activator 1 (Homo … | Recombinant CDK5/p35, ADP-Glo luminescence, 60 min | inhibition, % at 10 µM | 0.01% of 330,000 active;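 active = highest replicate inhibition of at least 50% and at least 75% of replicates reaching 50%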;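 note: plate controls were DMSO neutral control for no effect and GW8510 at 10 µM for full effect; many of its hits are not listed in these tables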
# Target sequence (Q00535 whole entry, looked up): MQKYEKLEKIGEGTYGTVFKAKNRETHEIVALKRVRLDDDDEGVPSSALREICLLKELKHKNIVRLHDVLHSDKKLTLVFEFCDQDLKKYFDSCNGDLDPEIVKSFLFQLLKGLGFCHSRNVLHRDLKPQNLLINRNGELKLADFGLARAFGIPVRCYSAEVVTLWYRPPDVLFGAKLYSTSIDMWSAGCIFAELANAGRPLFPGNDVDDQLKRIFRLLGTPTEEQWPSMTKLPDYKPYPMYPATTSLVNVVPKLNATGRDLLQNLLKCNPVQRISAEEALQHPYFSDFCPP
# Target sequence (Q15078 whole entry, looked up): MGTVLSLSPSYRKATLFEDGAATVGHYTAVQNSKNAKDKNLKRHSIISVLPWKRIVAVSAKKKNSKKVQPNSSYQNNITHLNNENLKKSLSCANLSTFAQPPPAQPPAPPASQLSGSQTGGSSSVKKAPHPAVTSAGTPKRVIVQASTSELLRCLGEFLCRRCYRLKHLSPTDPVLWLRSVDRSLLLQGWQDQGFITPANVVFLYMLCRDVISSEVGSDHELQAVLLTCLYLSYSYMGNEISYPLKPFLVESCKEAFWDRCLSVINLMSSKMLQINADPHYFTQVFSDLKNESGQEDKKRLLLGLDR
# PKA-R1A activ = activators of PKA-R1A holoenzyme, primary screen, biochemical, fluorescence polarization, Cy5-IP20, bovine R1A, mouse PKAc. PKA-R1A dissociation; scaled: DMSO 0%, 113 µM cGMP 100%. AID 504707, 2011. activation, % at 11.4 µM. 0.083% of 340,000 active;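 active = percent activation above the mean of all tested compounds plus 3 SD, cut at about 19% in these data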;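 note: higher means more PKAc released from R1A so a rise in polarization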
# Pemphigus Ab inh = inhibitors of pemphigus antibody binding to DSG3, primary screen, biochemical, bead-based, flow cytometry, scFv-GFP; Desmoglein-3 (Homo sapiens), P32926; DSG3-coupled beads, scFv-anti-DSG3-GFP binding; stronger effect = lower value; binding (percent of control), % at 10 µM; 0.48% of 310,000 active;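 active = binding more than 3 SD below its plate's average and above zero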;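 note: hits lower antibody fragment binding to DSG3; some compounds called inactive have numbers as strong as hits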
# * = called active by the depositor; nt = no result given.
SMILES,MITF act,dFosB activator,SR-BI HDL uptake,NSD2 inh,SR-BI uptake up,Mot1-301 SUMO,PKA-R2B act,Arr AP2 block,CDK5 p35 inh,PKA-R1A activ,Pemphigus Ab inh
COCCn1c(=NC(=O)c2nc3ccccc3s2)sc2cc(S(C)(=O)=O)ccc21,2,-8,52,1,-52,8,-11,40,0.8,6,92
c1ccc(Cc2nnc3sc(-c4ccncc4)nn23)cc1,-3,-9,-9,nt,9,-20,-1,-5,0.1,-4,94
Clc1ccsc1-c1ccc2ccccc2n1,51,-12,23,1,-23,27,-1,3,0.2,3,99
C(CCc1nn[nH]n1)CCC1CCCCC1,10,-2,-23,1,23,nt,3,-15,0.5,4,89
O=C(Nc1cccc(NC(=O)c2ccc(-c3ccc(Br)cc3)o2)c1)c1ccco1,nt,-10,57,0,-57,-19,3,7,1.4,2,96
CCCCn1c(N)c(N(CC(C)C)C(=O)c2cc(-c3ccncc3)nc3ccccc23)c(=O)[nH]c1=O,-5,-8,-7,2,7,-6,-1,-9,-1.8,3,107
COC(=O)c1ccc(C2C(Oc3ccccc3)C(=O)N2CCc2ccc(F)cc2)cc1 (configuration not stated),-7,12,6,-3,-6,-20,-8,4,-0.6,7,100
COc1ccc(CNC2CCN(Cc3ccccc3)CC2)cc1,12,3,18,4,-18,125,-8,12,-0.3,-2,106
CC(C)OP(=O)(c1ccc(N(C)C)cc1)C(O)c1ccc(Br)cc1 (configuration not stated),-2,-15,10,-1,-10,1,-3,11,0.2,-8,98
CCCN1CC(=O)N2C(c3cccc(OC)c3OC)c3[nH]c4ccccc4c3C[C@H]2C1=O (some centres not stated),-9,0,-3,-1,3,6,9,-8,-0.2,-7,100
COc1ccc(OC)c(NC(=O)NCCN2CCN(c3ccccc3)CC2)c1,-6,-8,13,0,-13,-13,-2,0,-0.4,2,92
CCN1C(=O)c2cccc3c(N)ccc1c23,10,-20,3,nt,-3,-14,0,4,-0.9,-11,109
O=[N+]([O-])c1cccc(-c2nnc3cccc(Cl)n23)c1,-1,-2,-1,1,1,8,-8,5,-0.4,-17,97
CC(C(=O)O/N=C(\N)c1cccnc1)c1ccc([N+](=O)[O-])cc1 (configuration not stated),2,-10,-6,3,6,nt,-8,6,-1.2,2,104
COc1ccc(CCN2CCCn3c2nc2c3c(=O)[nH]c(=O)n2C)cc1OC,14,-1,26,-1,-26,307,-5,9,2.7,1,104
O=C(O)c1ccc(N/N=C/C=C/c2ccccc2[N+](=O)[O-])cc1,112*,3,-21,nt,21,-1,-6,31,-0.6,-2,88
O=C(N/N=C/c1ccc(-c2cccc([N+](=O)[O-])c2)o1)c1cccs1,-10,-4,66,-5,-66,-3,-4,-5,-2.4,-7,93
COCCN(C(=O)COC(=O)c1cc(C)n(-c2ccccc2)c1C)c1c(N)n(Cc2ccccc2)c(=O)[nH]c1=O,-1,-3,-13,6,13,1,6,11,1.0,-1,92
Cn1nc(-c2ccc(NCCO)c([N+](=O)[O-])c2)c2ccccc2c1=O,-12,-1,61,28,-61,414,6,7,2.6,-6,114
O=C(Nc1ccc(F)c(Cl)c1)c1ccccc1NC(=O)C1CCCCC1C(=O)O (configuration not stated),nt,1,6,-2,-6,nt,3,-6,-1.5,1,135

# Of the compounds above, these have a thiophene ring, fused or not:
SMILES,MITF act,dFosB activator,SR-BI HDL uptake,NSD2 inh,SR-BI uptake up,Mot1-301 SUMO,PKA-R2B act,Arr AP2 block,CDK5 p35 inh,PKA-R1A activ,Pemphigus Ab inh
Clc1ccsc1-c1ccc2ccccc2n1,51,-12,23,1,-23,27,-1,3,0.2,3,99
O=C(N/N=C/c1ccc(-c2cccc([N+](=O)[O-])c2)o1)c1cccs1,-10,-4,66,-5,-66,-3,-4,-5,-2.4,-7,93

# Carrying on.
SMILES,MITF act,dFosB activator,SR-BI HDL uptake,NSD2 inh,SR-BI uptake up,Mot1-301 SUMO,PKA-R2B act,Arr AP2 block,CDK5 p35 inh,PKA-R1A activ,Pemphigus Ab inh
CN(C)C(=O)N1CCC(C(=O)NCC2CCCO2)CC1 (configuration not stated),5,0,10,0,-10,3,18,6,-0.1,6,101
CCOC(=O)CNC(=S)N(CCCN1CCN(C)CC1)Cc1cccs1,5,-7,6,-2,-6,128,4,12,0.9,-13,96
CCOC(=O)c1c(C)nc2sc3c(=O)n(-c4ccc(C(C)=O)cc4)cnc3c2c1-c1ccc(OC)cc1,-11,1,0,-3,0,183,-7,-3,0.7,4,90
OC[C@H]1O[C@H](OC[C@H]2O[C@H](OC[C@H]3O[C@H](O[C@]4(CO)O[C@H](CO)[C@@H](O)[C@@H]4O)[C@H](O)[C@@H](O)[C@@H]3O)[C@H](O)[C@@H](O)[C@H]2O)[C@H](O)[C@@H](O)[C@H]1O,-4,0,-6,nt,6,-2,-4,-1,-0.5,-5,110
CCN(CC)C(=O)Cc1cc(C(=O)O)c2ccccc2n1,-9,2,-19,0,19,-6,-7,24,3.4,10,105
Cc1cc(NC(=O)C2CCN(C(=O)c3ccco3)CC2)ccc1Br,38,-12,26,1,-26,2,8,-5,-0.1,-4,102
CCOc1cc(C(=O)N2CCN(C/C=C/c3ccccc3)CC2)cc(OCC)c1OCC,6,-7,10,1,-10,2,-7,8,0.8,-12,84
COc1ccc(-c2cc(=O)oc3cc(OCC(=O)NCC4CCC(C(=O)O)CC4)ccc23)cc1 (configuration not stated),4,-7,-5,nt,5,169,-1,3,-0.3,2,101
COc1ccc(CCn2c(C)cc(C(=O)COC(=O)c3ccc(NC(=O)CC#N)cc3)c2C)cc1,2,-11,68,2,-68,-14,8,-6,-1.9,-9,nt
O=C1OCCN1N1CCOC1=O,-4,-2,-16,-1,16,nt,4,6,-0.5,4,115
CN(C)Cc1c(C(=O)N/N=C/c2ccccc2OCc2c(F)cccc2Cl)nnn1-c1nonc1N,nt,-3,nt,-3,nt,-6,3,3,-1.4,-4,107
O=S(=O)(Nc1ccncc1Cl)c1cc(Cl)ccc1Cl,-3,-3,nt,-2,nt,-14,3,-1,-0.2,9,100
CC(=O)Nc1cccc(N2C(=O)CCC2=O)c1,4,-3,-23,-2,23,5,3,-16,-1.5,-14,nt
COc1cccc(NC(=O)c2cccc(S(=O)(=O)N3CCN(Cc4ccccc4)CC3)c2)c1,0,4,20,-1,-20,19,-12,15,2.5,-24,102
CCOC(=O)c1cc(CNC(=O)c2c(C)oc3c2CCCC3)c(C)o1,-8,2,-11,4,11,-2,5,-3,-0.5,7,108
CCOC(=O)c1c(N2C(=O)Nc3ccccc3N2O)n[nH]c1-c1cccc(Cl)c1,-12,4,-30,2,30,4,2,26,0.4,-11,96
Cc1cc(C)cc(NC(=S)NCc2cccs2)c1,3,-9,-3,3,3,1,0,18,0.8,0,96
Cn1ccc(NC(=O)c2ccc(Cl)cc2)n1,50,-1,-2,6,2,20,3,14,-0.3,2,nt
COCCCNC(=O)CSC1=Nc2ccccc2C2=NC(c3ccccc3)C(=O)N12 (configuration not stated),-6,1,-19,-3,19,-23,-4,-4,-0.3,-2,83
COc1ccc(N2CCN(C(=O)NC(=O)c3ccc(Cl)cc3)CC2)cc1,-4,-2,-46,-1,46,6,-12,32,0.1,-3,110
CCCN1C(=O)c2ccccc2NC1c1ccc(OC)cc1OC (configuration not stated),2,-5,2,5,-2,24,-5,11,0.7,7,106
CC(=O)N1CCN(S(=O)(=O)c2cccc(C(=O)NNC(=O)COc3ccc(F)cc3)c2)CC1,9,2,12,-1,-12,-6,7,6,-0.2,-7,101
Cc1cc(Cl)ccc1NC(=S)NC(C)(C)C,8,-4,2,1,-2,3,-6,44,-0.7,-5,102
Cc1ccc(C(=O)CSc2ccc(-c3cccnc3)nn2)cc1,13,-20,nt,-1,nt,197,-6,-11,1.0,-2,99
O=c1[nH]c(SCc2cccc(Cl)c2)nc2ccccc12,2,-6,1,4,-1,-11,2,30,-1.2,-5,100
Cn1c(NCCO)nc2c1c(=O)n(Cc1ccc(F)cc1)c(=O)n2C,5,-9,2,-1,-2,-9,-1,0,-1.3,-4,98
Cc1ccnc(SC2CC(=O)N(c3ccc(F)cc3)C2=O)n1 (configuration not stated),nt,1,-344,-3,344*,6,9,5,-2.2,-3,112
COC(=O)c1ccc2[nH]c([C@H](C)O)c([C@H](C)O)c2c1,2,-2,11,nt,-11,-10,-10,-2,-0.6,-5,105
N#CCc1nn(-c2ccc(Cl)cc2)c(N)c1C#N,0,-1,4,2,-4,27,-13,-19,2.4,-5,94
O=C(Nc1ccc2ccccc2c1)c1ccccc1O,5,-2,32,-5,-32,-13,-7,48,0.4,-9,109
Cc1cc(=O)oc2c(C(=O)/C=C/c3ccccc3)c(O)ccc12,-24,5,23,1,-23,-10,3,-8,0.6,0,103
Fc1ccc2cnc(-c3ccccc3)cc2c1,64,-3,13,nt,-13,110,12,-10,0.2,-2,95
CCC(C(=O)NCc1ccco1)n1nc(C)c2c(C)n(-c3ccc(C)cc3)nc2c1=O (configuration not stated),-10,-10,24,2,-24,93,4,-7,0.3,-4,nt
NC(N)=N/N=C/c1ccc(OCc2ccccc2Cl)cc1,-39,9,6,16,-6,-11,-11,-2,2.6,-9,103
CCC1Cc2c(nc(N)c3c(N)nc(N4CCCCC4)c(C#N)c23)O1 (configuration not stated),10,-14,27,-14,-27,2,-15,-4,0.6,10,110
CCc1ccc(N2Cc3ccccc3C2)cc1,86*,-6,17,-121,-17,78,-4,4,-1.7,-6,91
CC1(C)CC(=O)C=C(Nc2cccc(F)c2)C1,-8,7,-8,25,8,-9,-9,0,0.7,-6,96
O=c1c(-c2ccccc2)c(O)c2c(n1-c1ccccc1)CCCC2,6,1,2,0,-2,6,3,-2,nt,-4,99
O=C(Nc1ccc(NC(=S)NC(=O)C(c2ccccc2)c2ccccc2)cc1)c1ccccc1,-15,-4,10,-2,-10,3,3,3,-3.6,-2,108

# High-throughput results from PubChem BioAssay.

# Rows were taken by chance. About 4.7% of those tested had a hit in this group.
